CHRM5 agonist: agonists of human muscarinic M5 receptor (CHRM5); CHO-K1 hM5 cells, Fluo-8 calcium fluorescence; 0% DMSO wells, 100% maximal acetylcholine response; 0.19% of 360,000 active; activation, % at 3 µM;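 active = activation above the run's mean over test compounds plus 3 SD, cut at about 23% in these data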;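 note: signal is peak over basal fluorescence ratio across the kinetic read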
M5 antag: blocks acetylcholine activation of human M5 receptor; CHO-hM5 cells, Fluo-8 calcium fluorescence, ACh EC80; inhibition, % at 3 µM; 0.59% of 360,000 active; AID 624040;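 active = inhibition above a per-plate cutoff, the mean of that plate's test compounds plus 3 SD, cut at about 27% in these data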;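 note: 0% = acetylcholine EC80 with DMSO and 100% = DMSO without agonist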
CHRM4 antagonist: antagonists of human muscarinic M4 receptor (CHRM4) | AID 624125 | CHO-hM4 cells, ACh EC80, Fluo-8 calcium fluorescence | 0.73% of 360,000 active | inhibition, % at 3 µM | P08173;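 active = inhibition above its plate's cutoff, the mean inhibition of sample wells plus 3 SD, cut at about 27% in these data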;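 note: 0% = acetylcholine EC80 with DMSO and 100% = DMSO without agonist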
Target sequence (P08173 whole entry, looked up): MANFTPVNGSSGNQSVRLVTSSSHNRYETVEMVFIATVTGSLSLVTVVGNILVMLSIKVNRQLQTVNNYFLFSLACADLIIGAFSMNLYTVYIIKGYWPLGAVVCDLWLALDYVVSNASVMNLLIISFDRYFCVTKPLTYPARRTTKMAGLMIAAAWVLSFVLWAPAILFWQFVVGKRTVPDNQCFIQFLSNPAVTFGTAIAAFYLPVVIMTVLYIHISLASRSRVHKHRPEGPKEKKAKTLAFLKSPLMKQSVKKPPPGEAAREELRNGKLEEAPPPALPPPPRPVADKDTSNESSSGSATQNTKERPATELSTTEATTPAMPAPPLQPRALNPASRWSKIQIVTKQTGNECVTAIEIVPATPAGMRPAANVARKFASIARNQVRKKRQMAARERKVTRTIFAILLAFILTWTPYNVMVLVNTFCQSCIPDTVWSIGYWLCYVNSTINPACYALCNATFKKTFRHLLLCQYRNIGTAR
CHRM5 PAM: CHRM5 positive allosteric modulation; P08912; CHO-K1 hM5, Fluo-8 calcium, ACh EC20 PAM; 0% = ACh EC20, 100% = ACh EC100; activation, % at 3 µM; 0.3% of 360,000 active;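 active = activation above the run cutoff, the mean activation of all test compounds plus 3 SD, cut at about 18% in these data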
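Probe or stimulus: acetylcholine, EC20 level; Assay system: human M5 receptor in CHO-K1 cells; Schedule: compound preincubation 140 s before EC20 acetylcholine addition; Technique: intracellular calcium via Fluo-8 fluorescence; Dosing: single-point, 3 µM nominal; Read-out basis: percent activation from peak-over-basal fluorescence ratio, scaled EC20-to-EC100 acetylcholine; Repeats: one well per compound, no replicates.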
TAAR1 ag: agonists of human TAAR1 | Q96RJ0 | CHO RD-HGA16 TAAR1, Fluo-8 calcium fluorescence; vehicle wells 0%, saturating PEA agonist 100% | 0.99% of 360,000 active | activation, % at 3 µM | AID 624467;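 active = activation above the mean activation of all test compounds in the run plus 3 SD, cut at about 38% in these data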
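Assay system – CHO-derived RD-HGA16 cells with stable Gα16 and human TAAR1 · Compound dosing – one-point dosing at 3 µM (nominal) · Incubation – 17-24 h seeding, 75 min 37 °C dye, 30 min RT · Measured by – kinetic Fluo-8 calcium fluorescence · Control set – DMSO vehicle as 0%, PEA at EC100 as 100% · Repeats – single well for each compound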
M1 antag: blocks human M1 muscarinic receptor. P11229. inhibition, % at 3 µM. CHO-K1 hM1, Fluo-8 calcium fluorescence, ACh EC80 antagonist. 1.3% of 360,000 active. AID 588852;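 active = percent inhibition above its own plate's cutoff, namely the mean of that plate's compound wells plus 3 SD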;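 note: peak over basal fluorescence ratio during 140 s after agonist addition; 0% = ACh EC80 plus DMSO and 100% = DMSO alone without agonist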
Target sequence (P11229 whole entry, looked up): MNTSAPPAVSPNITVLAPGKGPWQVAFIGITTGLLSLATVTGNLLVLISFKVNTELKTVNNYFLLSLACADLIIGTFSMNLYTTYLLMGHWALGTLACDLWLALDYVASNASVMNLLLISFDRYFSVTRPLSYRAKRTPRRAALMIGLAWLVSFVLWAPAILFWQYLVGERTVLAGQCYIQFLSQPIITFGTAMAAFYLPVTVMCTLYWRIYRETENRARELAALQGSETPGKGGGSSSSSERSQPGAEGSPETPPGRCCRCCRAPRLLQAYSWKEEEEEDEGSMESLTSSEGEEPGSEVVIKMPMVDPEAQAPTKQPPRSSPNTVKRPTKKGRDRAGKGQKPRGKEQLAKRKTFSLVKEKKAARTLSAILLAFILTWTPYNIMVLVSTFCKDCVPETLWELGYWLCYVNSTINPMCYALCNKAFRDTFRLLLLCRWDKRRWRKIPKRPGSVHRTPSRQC
CHRM4 agonist: agonists of human muscarinic M4 receptor (CHRM4) | CHO-K1 hM4/Gqi5, Fluo-8 calcium fluorescence; vehicle 0%, full acetylcholine response 100% | 0.14% of 360,000 active | activation, % at 3 µM;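 active = activation above the run mean over all test wells plus 3 SD, cut at about 32% in these data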;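 note: peak over basal fluorescence ratio per well then scaled between controls; 0% = DMSO wells and 100% = acetylcholine at EC100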
M1 ag: human M1 muscarinic receptor agonism | CHO-K1 hM1, Fluo-8 calcium fluorescence, agonist mode; 0% DMSO, 100% acetylcholine EC100 | activation, % at 3 µM | 0.33% of 360,000 active | AID 588814;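 active = activation above the run's mean compound activation plus 3 SD, cut at about 16% in these data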;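 note: peak over basal fluorescence ratio within a 140 s kinetic read after compound addition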
M1 PAM: potentiates human M1 receptor response to acetylcholine; P11229; CHO-K1 hM1, Fluo-8 calcium fluorescence, ACh EC20; 0% = ACh EC20, 100% = maximal ACh; activation, % at 3 µM; 0.088% of 360,000 active; AID 588819; in the data active = activation above about 19%, passing the limit was not always enough
Active calls of the source: *; . = no result given. This is a subset; count on the stated rates, not on these rows.

SMILES	CHRM5 agonist	M5 antag	CHRM4 antagonist	CHRM5 PAM	TAAR1 ag	M1 antag	CHRM4 agonist	M1 ag	M1 PAM
CC[C@H](C)[C@H](NC(=O)OCc1ccccc1)C(=O)OCC(=O)N1CCN(c2ccc(OC)cc2)CC1	6	11	-5	-16	2	8	14	2	-6
Cc1ccc(CCNC(=O)CN(C)S(=O)(=O)c2ccc3c(c2)n(C)c(=O)c(=O)n3C)cc1	1	1	-5	-3	-1	-8	0	-8	4
Fc1ccc(NC(=S)N2CCOCC2)c(F)c1	1	-13	5	8	0	5	0	-1	4
COCCN(C(=O)CNC(=O)c1cccs1)C(C(=O)NC1CCCCC1)c1ccco1 (stereo unspecified)	-1	-11	-7	1	2	-12	5	-2	7
CCOC(=O)C1(C)C=C(Nc2ccc(OC)cc2)C(=O)N1c1ccc(OC)cc1 (stereo unspecified)	-1	1	-7	4	2	-7	1	-5	6
COc1ccc(NC(=O)Nc2cccs2)cn1	2	8	11	-6	19	-11	3	1	4
Cc1cc(C)n(-c2ccc(C(=O)OCC(=O)NCc3ccco3)cc2)n1	-7	10	-7	-5	11	-4	2	-4	4
Cc1nc2ccccc2cc1C(=O)NCc1ccco1	0	-10	1	1	6	-41	5	8	11
CCCCCCCCCOC(=O)C[n+]1csc(CCO)c1C	-8	-3	18	-4	19	31	0	-6	-18
Cc1ccccc1NC(=O)Cc1nnc(SCC(=O)NC2=NCCS2)n1C	-1	2	7	-1	1	1	2	4	4
COC(=O)COc1ccc(C2NC(=O)NC(C)=C2C(=O)NCc2ccccc2)cc1OC (stereo unspecified)	-3	5	0	9	0	-21	1	0	10
O=C(c1ccncc1)N1N=C(c2ccc(Cl)cc2)CC1c1ccccc1O (stereo unspecified)	-4	26	8	-4	0	0	4	1	4
Cc1nc([N+](=O)[O-])cn1CC(=O)Nc1ccc2c(c1)OCO2	-3	-1	-12	1	2	10	1	-4	-5
COc1ccccc1CNS(=O)(=O)CCNCc1ccco1	0	-14	3	4	2	-2	1	-3	2
O=C(NCc1nc2ccccc2[nH]1)C1=C[C@H](c2coc3ccccc3c2=O)C[C@H](OCCCCO)O1	-2	4	8	-3	16	-4	6	-6	4
CCC(Oc1ccc(C)c(C)c1)C(=O)N1CCCN(C)CC1 (stereo unspecified)	-7	-2	7	4	1	-1	1	-6	-2
COc1nnc(-c2ccc(N3CCOCC3)c(NC(=O)c3ccco3)c2)c2ccccc12	-2	-2	1	-2	6	-4	1	-3	1
Cc1ccc(S(=O)(=O)N2CCC(C(=O)N[C@H](C(=O)NCc3ccco3)C(C)C)CC2)cc1	-2	-7	8	-1	0	0	0	-3	4
O=C(NCc1cccnc1)/C(=C/c1ccc([N+](=O)[O-])cc1)NC(=O)c1ccccc1	4	-2	-8	7	1	-13	2	-4	5
Cc1ccc(/C(O)=C2\C(=O)C(=O)N(C)C2c2ccc(F)cc2)cc1 (stereo unspecified)	0	2	7	4	1	-8	-1	-3	6
COc1ccc(CCNC(=O)c2oc3ccccc3c2C)cc1	-4	4	-15	-6	4	-10	5	-3	12
COc1cc2cc(C(=O)N3CCN(Cc4ccc5c(c4)OCO5)CC3)[nH]c2cc1OC	-7	2	-14	-7	3	-5	7	-4	-2
Nc1nonc1-n1nnc(C(=O)N/N=C/c2c(Cl)cccc2Cl)c1CN1CCOCC1	-3	2	4	-2	10	1	0	-4	-2
C[C@@H](NC(=O)[C@@H]1CCCN1C(=O)[C@@H]1CCCN1C(=O)c1ccc(Cl)cc1)c1ccccc1	-1	-2	-11	2	0	.	0	.	.
CC1CCN(C(=O)CCNC(=O)c2ccccc2)CC1	-3	8	4	1	1	-17	1	1	16
CCOC(=O)C1=C2SCC(=O)N2C(N)=C(C#N)C1	-1	-2	8	6	1	-5	0	-2	-4
COc1ccccc1CCC(=O)Nc1ccc2c(c1)c(=O)n(C)n2-c1cccs1	0	3	6	-1	4	-12	2	-6	4
Cc1cc(F)ccc1-c1cc(C(=O)NCc2cccc(C(F)(F)F)c2)[nH]n1	-1	8	-2	-2	5	-22	4	-3	11
Cc1c(CN2CC[C@@H](N3CCN(c4ccccn4)CC3)[C@H](O)C2)[nH]c2ccc(F)cc12	3	1	-5	-1	12	-11	8	-8	1
COc1ccccc1CN(C)C(=O)COC(=O)c1c(C)noc1C	0	8	-1	0	0	-13	1	4	18

Part of the list above, with bars between the fields:
SMILES | CHRM5 agonist | M5 antag | CHRM4 antagonist | CHRM5 PAM | TAAR1 ag | M1 antag | CHRM4 agonist | M1 ag | M1 PAM
CCOC(=O)C1(C)C=C(Nc2ccc(OC)cc2)C(=O)N1c1ccc(OC)cc1 (stereo unspecified) | -1 | 1 | -7 | 4 | 2 | -7 | 1 | -5 | 6
COc1ccc(NC(=O)Nc2cccs2)cn1 | 2 | 8 | 11 | -6 | 19 | -11 | 3 | 1 | 4
Cc1cc(C)n(-c2ccc(C(=O)OCC(=O)NCc3ccco3)cc2)n1 | -7 | 10 | -7 | -5 | 11 | -4 | 2 | -4 | 4
Cc1nc2ccccc2cc1C(=O)NCc1ccco1 | 0 | -10 | 1 | 1 | 6 | -41 | 5 | 8 | 11

2 compounds drawn at random from those above:
SMILES	CHRM5 agonist	M5 antag	CHRM4 antagonist	CHRM5 PAM	TAAR1 ag	M1 antag	CHRM4 agonist	M1 ag	M1 PAM
CCC(Oc1ccc(C)c(C)c1)C(=O)N1CCCN(C)CC1 (stereo unspecified)	-7	-2	7	4	1	-1	1	-6	-2
COc1cc2cc(C(=O)N3CCN(Cc4ccc5c(c4)OCO5)CC3)[nH]c2cc1OC	-7	2	-14	-7	3	-5	7	-4	-2

(listing goes on)
SMILES	CHRM5 agonist	M5 antag	CHRM4 antagonist	CHRM5 PAM	TAAR1 ag	M1 antag	CHRM4 agonist	M1 ag	M1 PAM
O=C(CSc1ccccn1)N1CCN(S(=O)(=O)c2ccc(Cl)cc2)CC1	-2	-8	-3	7	6	7	1	-5	0
Cc1ccc(Cn2nnc3c(=O)[nH]c(C4CCCN(C(=O)Nc5ccc(F)cc5F)C4)nc32)cc1 (stereo unspecified)	-2	12	14	-5	2	0	1	-8	-4
CCc1nc(Sc2nc(C)cc(C)n2)c2oc3ccccc3c2n1	-5	-7	-9	-5	6	-15	1	-4	3
CCOC(=O)c1c(C)[nH]c(N=Nc2ccc(C)cc2C)c1C	-7	-8	-4	-10	11	-2	-1	-3	1
COC(=O)c1ccc(NS(=O)(=O)c2ccc3c(c2)oc(=O)n3C)cc1	4	6	3	-5	5	-15	1	8	5
O=C(NC(=S)NCc1ccco1)c1cccc(Cl)c1	-5	0	12	-4	-2	-2	-1	-4	0
O=C(c1ccc2nc(N3CCOCC3)sc2c1)N1CCC(Cc2ccccc2)CC1	0	1	-11	-10	0	-5	10	-4	-3
O=C(c1cc(O)c(O)c([N+](=O)[O-])c1)c1ccccc1F	2	0	2	2	5	-27	2	6	6
CN(C)C(=O)c1cc(C(=O)c2ccccc2Cl)c[nH]1	1	1	1	7	0	-9	1	-4	12
CSCCC(NC(=O)c1ccccc1Cl)C(=O)NCC1COc2ccccc2O1 (stereo unspecified)	1	1	2	-5	-1	31*	3	-2	-13
COc1ccc(CNC(=O)C2CCNCC2)cc1	2	-3	-9	3	7	6	1	-2	2
COc1ccc(Cl)cc1N(C(C)C(=O)O)S(C)(=O)=O (stereo unspecified)	0	4	5	-4	2	6	1	-7	-7
NC(=S)N/N=C/c1ccc([N+](=O)[O-])cc1	-5	14	-14	-5	7	-6	3	-4	6
CCCC(=O)Oc1ccc(-c2nccc(C(OC)OC)n2)cc1	0	5	-11	3	6	-6	0	-2	7
CN(C)CCNC(=O)c1sc2nc(-c3ccccc3)cc(C(F)(F)F)c2c1N	5	9	1	-4	6	-11	3	0	4
COc1ccc(CN(Cc2cccn2C)S(=O)(=O)c2ccc(F)cc2)cc1	-2	14	3	-5	20	-8	0	-4	1
O=C(Nc1ccc(F)cc1)N1CCc2ccccc2C1	-4	-8	-12	-4	46*	-16	4	-13	6
CCCN(CCC)CCCNC(=S)Nc1ccc2nc(N3CCCC3)cc(C)c2c1	-4	-6	8	2	2	12	0	-9	-16
NC(=O)c1cccc(CS(=O)(=O)c2ccc(Cl)cc2)c1	-2	2	1	-3	-1	-3	1	-2	-1
CCc1ccccc1NCc1cc(=O)oc2cc(C)ccc12	-3	9	1	-2	0	-12	0	-2	7
COc1cc(C(=O)NCCSc2ccc(Cl)cc2)cc(OC)c1OC	4	-6	7	-5	11	2	10	-1	-5
Cn1c(NCCN2CCCC2)nc2cc(-c3ccsc3)sc2c1=O	-2	-2	3	0	2	-14	1	-7	8
O=C(CN1CCC(n2nnc3cc(C(F)(F)F)ccc32)CC1)Nc1ccc2c(c1)OCCO2	2	-1	-5	-3	1	-14	7	-2	5
Cc1c(C(=O)N(C)C)sc2nc(-c3ccccn3)[nH]c(=O)c12	-2	10	-2	-3	9	10	1	-2	-9
Nc1nc2c(nnn2C2CC(O)C(CO)O2)c(=O)[nH]1 (stereo unspecified)	1	-3	-5	-4	0	-9	2	-2	15
O=Cc1cn(CC(O)CN2CCCCC2)c2ccccc12 (stereo unspecified)	-5	-5	-1	3	1	-5	3	-13	5
COc1ccc(F)cc1S(=O)(=O)NCc1cc(=O)n(C)c(=O)n1C	-5	-12	-20	4	1	-11	1	-1	5
CCOc1ccc(CNC(=O)C2CCCN(S(C)(=O)=O)C2)cc1OC (stereo unspecified)	0	3	-17	-8	13	-1	0	-3	-2
CN(CC(=O)NCCc1ccc(F)cc1)Cc1ccc(Br)cc1	-7	0	-26	1	-5	-2	1	-8	1
COc1cccc(CN(C)CC(=O)Nc2c(C)cccc2C(C)C)c1	2	-4	-18	-2	2	-11	3	-1	9
O=C(Cn1c(=O)sc2ccccc21)Nc1ccccc1C(=O)O	0	2	4	1	13	-12	0	-4	-2
Cc1cc(C)cc(N(C(=O)c2ccc3c(c2)OCO3)C2C=CS(=O)(=O)C2)c1 (stereo unspecified)	-7	9	7	-6	0	5	0	-9	-4
CC1=C(C(=O)OCC(C)C)C23C(=O)c4ccccc4C2(O1)OC(N)=C3C#N (stereo unspecified)	2	-2	5	5	2	2	0	-4	-2
CC(OC(=O)CCSc1ccccc1)C(=O)Nc1ccc(S(N)(=O)=O)cc1 (stereo unspecified)	6	3	2	-1	4	3	2	0	-1
Cc1cc(NC(=O)CSCC(=O)Nc2ccc(Cl)c(C(F)(F)F)c2)no1	2	10	-5	-8	16	-14	4	0	7
COCc1c(C(=O)OCC(=O)N2c3ccccc3NC(=O)C2(C)C)oc2ccccc12	4	13	27*	-12	16	16	15	0	-9
Cc1ccc(C)c(NS(=O)(=O)c2ccc3c(c2)NC(=O)CO3)c1	-2	-1	-4	4	5	-15	2	-1	15
NC(=O)NOCc1ccccc1	-2	13	5	5	6	-2	0	4	5
CCOCC(=O)N1CCN(c2cccc(Cl)c2)CC1	2	1	-8	-3	5	-7	1	-6	2
COc1ccc2c(CC(=O)OCC(=O)Nc3ccccc3[N+](=O)[O-])coc2c1	2	0	8	-5	4	8	3	-3	-1
COCCNC(=O)C1CCCN(Cc2cccc(C(F)(F)F)c2)CC1 (stereo unspecified)	-1	2	-8	-1	3	-11	0	-7	8
COc1ccc(-n2cnnc2SCC(=O)N(C)C2CCS(=O)(=O)C2)cc1 (stereo unspecified)	-2	5	0	-6	17	1	0	-4	-2
